MC4R antag cAMP: human MC4R antagonism in cAMP assay | MC4R-expressing cells, MTII-stimulated cAMP, LANCE TR-FRET | inhibition, % at 6.5 µM | actives 0.48% (n = 360,000);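 active = inhibition above its plate's cutoff, the mean of tested wells on that plate plus 3 SD, cut at about 29% in these data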;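 also: 0% = Melanotan II alone and 100% = Melanotan II plus saturating MCL0020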
Target sequence (P32245 whole entry, looked up): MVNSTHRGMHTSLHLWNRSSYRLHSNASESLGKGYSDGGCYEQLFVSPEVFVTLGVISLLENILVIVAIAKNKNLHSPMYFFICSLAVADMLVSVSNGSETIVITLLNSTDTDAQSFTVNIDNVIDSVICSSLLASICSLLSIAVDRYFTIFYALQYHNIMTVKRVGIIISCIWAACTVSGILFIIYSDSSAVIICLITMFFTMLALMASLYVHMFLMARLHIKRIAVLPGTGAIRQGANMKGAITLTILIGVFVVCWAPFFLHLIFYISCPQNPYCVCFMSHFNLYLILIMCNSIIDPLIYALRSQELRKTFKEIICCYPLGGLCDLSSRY
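System – human MC4R-expressing U2OS cells · Also added – Melanotan II · Dosing – one concentration, 6.5 µM nominal · Timing – 30-min compound, 1-h challenge, 1-h detection, room temperature · Measured by – Eu-cAMP/anti-cAMP TR-FRET, emission 671 nm · Replicates – singlicate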
aDG glyco up: alpha-DG glycosylation activation; Pro5-aDG cells, alpha-DG glycosylation AlphaScreen (IIH6); 0% Pro5, 100% B10-LARGE cell signal; activation, % at 10 µM; actives 0.22% (n = 360,000);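 active = activation of at least 8% versus controls, or a plate z-score of at least 8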;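 also: Pro5 are CHO cells carrying HIG-tagged alpha-DG that lacks glycosylation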
HTR2A ag: agonists of mouse serotonin 5-HT2A receptor (HTR2A) | P35363 | CHO-K1 mHTR2A beta-arrestin complementation, luminescence; percent of 30 µM serotonin response | activation, % at 7.6 µM | actives 0.66% (n = 360,000);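 active = activation above a run cutoff, the mean activation of all tested compounds plus 3 SD, cut at about 14% in these data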;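 also: 0% = plate median of compound wells and 100% = 30 µM serotonin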
Target sequence (P35363 whole entry, looked up): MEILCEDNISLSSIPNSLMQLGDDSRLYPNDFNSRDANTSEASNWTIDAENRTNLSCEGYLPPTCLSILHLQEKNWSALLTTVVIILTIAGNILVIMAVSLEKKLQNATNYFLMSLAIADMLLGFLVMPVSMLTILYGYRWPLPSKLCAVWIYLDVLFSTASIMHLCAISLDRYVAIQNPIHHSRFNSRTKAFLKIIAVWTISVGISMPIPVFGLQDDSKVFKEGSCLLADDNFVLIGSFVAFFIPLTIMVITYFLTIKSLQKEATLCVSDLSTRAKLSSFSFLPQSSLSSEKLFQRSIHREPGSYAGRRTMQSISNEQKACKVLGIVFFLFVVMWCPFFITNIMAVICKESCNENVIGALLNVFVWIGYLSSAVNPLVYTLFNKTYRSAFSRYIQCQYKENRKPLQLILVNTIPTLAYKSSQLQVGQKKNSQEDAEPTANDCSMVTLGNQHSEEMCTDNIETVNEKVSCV
MC4R barr agon: activates human MC4R beta-arrestin recruitment; U2OS MC4R beta-arrestin complementation, luminescence; percent of melanotan II response, DMSO zero; P32245; actives 0.98% (n = 360,000); AID 540308; activation, % at 8.9 µM;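 active = activation above a per-plate cutoff, the mean activation of sample wells on that plate plus 3 SD, cut at about 8% in these data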
ABHD5-PLIN5 inh: blocks binding of human ABHD5 to perilipin-5; Q00G26+Q8WTS1; Split G. princeps luciferase complementation, luminescence, 4 h; inhibition, % at 4 µM; actives 0.78% (n = 360,000);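 active = inhibition above the mean inhibition across every tested compound plus 3 SD, cut at about 22% in these data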;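 also: 0% = DMSO only wells and the 100% control is not disclosed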
Glyco luc inh: N-linked glycosylation inhibition; D54 ERlucT glycosylation luciferase reporter, 24 h; percent of 100 nM tunicamycin response; reporter increase, % at 12.5 µM; actives 0.23% (n = 360,000);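 active = mean luciferase reporter signal, scaled so untreated is 0 and the glycosylation-blocking control 100, at or above a set limit in every replicate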;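 also: luciferase carries N-glycosylation sites so blocking glycosylation raises the light; 0% = median of neutral control wells and 100% = median of 100 nM tunicamycin wells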
Granule exo inh: lytic granule exocytosis inhibition; inhibition, % at 10 µM; TALL-104 LAMP-1 surface exposure, flow cytometry; cells stimulated with thapsigargin and PMA; actives 0.66% (n = 360,000);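 active = inhibition above about 55%, limit read from the data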
ABCB6 inh MLPCN: human ABCB6 transporter inhibition; Q9NP58; K562-ABCB6 porphyrin accumulation, flow cytometry, 1 h; active compounds read low; fluorescence ratio to DMSO, % at 10 µM; actives 0.19% (n = 360,000);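 active = fluorescence ratio to DMSO below 75%, the collection mean minus 3 SD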;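 also: signal is porphyrin accumulated inside mitochondria; 100% equals median channel fluorescence of DMSO control wells; lower ratio means ABCB6 inhibition with less porphyrin fluorescence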
iPSC survival up: hiPSC single-cell survival enhancement | ATPlite luminescence; 100% = ROCK inhibitor wells, 0% = DMSO | survival enhancement, % at 20 µM | actives 0.044% (n = 360,000) | AID 602274; in the data active = survival enhancement above about 18%;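 also: cells exposed to compounds for 16 hours before the ATP read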
H9c2 protect: protects H9c2 cardiomyocytes from peroxide injury. H2O2 injury protection, ATPLite, 2 h. protection from H2O2 cell death, % at 20 µM. actives 0.63% (n = 360,000). AID 588492;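 active = compounds giving at least 50% protection of heart cells from peroxide-induced death in the single-dose screen, raw or plate-pattern-corrected value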;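 also: 0% = DMSO wells with peroxide and 100% = DMSO wells without peroxide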
The depositor's hits bear a star.

SMILES | MC4R antag cAMP | aDG glyco up | HTR2A ag | MC4R barr agon | ABHD5-PLIN5 inh | Glyco luc inh | Granule exo inh | ABCB6 inh MLPCN | iPSC survival up | H9c2 protect
C=CCNC(=S)N/N=C/c1ccc(-c2cc(Cl)ccc2Cl)o1 | -4.6 | 1.9 | -3.4 | 0.7 | -0.5 | -5.8 | -4.9 | 107.0 | -3.1 | -4.0
O=C(c1ccccc1)N1CCOC(O)(c2ccccc2)C1c1ccccc1 (stereo not drawn) | 1.3 | 0.2 | -3.2 | -1.1 | -10.1 | -1.3 | -0.5 | 102.0 | 7.5 | 4.9
O=C(O)c1ccccc1C(=O)c1ccc(Br)s1 | 7.8 | -0.1 | -1.1 | -0.4 | -1.3 | 0.0 | 2.8 | 98.0 | 0.8 | 7.9
COc1cc(NC(=O)C2=CC(c3ccco3)=NS(=O)(=O)N2C)cc(OC)c1OC | -3.0 | -0.1 | 11.6 | -1.3 | 5.3 | 1.9 | -1.3 | 98.0 | 0.0 | -1.6
CCCCn1c(N)c(N(CC)C(=O)c2ccc3c(c2)S(=O)(=O)c2ccccc2C3=O)c(=O)[nH]c1=O | 6.3 | -0.2 | 6.4 | -1.7 | -0.2 | 0.5 | 1.2 | 84.0 | -1.0 | -4.8
C=CCNc1nc(NCC)nc(N2CCOCC2)n1 | -3.1 | -0.2 | -2.2 | -1.2 | -6.8 | 0.2 | -2.4 | 89.0 | 0.6 | 0.2
O=C1CCc2cc(S(=O)(=O)NCc3ccc(F)cc3)cc3c2N1CC3 | 15.9 | 0.3 | -1.3 | -4.5 | 4.3 | 0.6 | 6.5 | 94.0 | 0.3 | 3.8
COc1ccccc1N1CCN(C(=O)c2oc3c(c2C)C(=O)CC(C)(C)C3)CC1 | 8.7 | -0.5 | 2.0 | 0.7 | 0.9 | -1.3 | -2.2 | 104.0 | -0.3 | 38.8
COC(=O)Cc1cc(=O)oc2c(C)c(O)ccc12 | 9.7 | 0.1 | 4.3 | -1.8 | 5.0 | 1.2 | 4.3 | 99.0 | -2.2 | 48.3
COCCCNC(NC(=O)c1ccc(C)cc1)C(Cl)(Cl)Cl (stereo not drawn) | 3.2 | 0.5 | 1.2 | -1.2 | -2.9 | -0.9 | 0.9 | 94.0 | -1.5 | -22.7
O=C1c2ccccc2C(=O)N1CCN1CCCCC1 | 2.5 | 0.6 | -2.2 | -1.5 | 1.6 | -0.9 | -0.7 | 104.0 | -2.5 | 6.0
COc1ccc(S(=O)(=O)NCCN2CCNC2=O)cc1OC | 8.0 | 0.0 | -4.0 | -0.1 | 5.6 | 1.2 | 16.2 | 99.0 | -0.8 | 1.2
COC(=O)c1cn(CC(=O)Nc2ccc(F)cc2)c2ccccc12 | -0.6 | 0.0 | -3.2 | -2.0 | 0.1 | -2.1 | -10.9 | 97.0 | 0.1 | -4.4
O=C(NCc1ccccc1CN1CCCC1)c1cc2cc(Cl)ccc2o1 | -0.4 | 0.4 | -17.0 | -0.3 | -3.8 | -9.1 | -3.3 | 92.0 | -0.3 | 11.9
Nc1c(Nc2ccccc2)c2ccccc2oc1=O | -17.8 | 0.2 | -0.2 | -0.8 | 5.6 | -0.5 | 1.0 | 95.0 | 2.0 | -1.8
CCCCN1C(=O)C(O)=C(C(C)=O)C1c1ccccc1[N+](=O)[O-] (stereo not drawn) | -10.6 | -0.2 | -3.9 | -2.1 | -11.6 | 1.4 | 0.7 | 86.0 | 0.4 | -1.6
COc1ccc2c(CC(=O)OCC(=O)Nc3cccc(C)c3)coc2c1 | 4.8 | 0.1 | 0.3 | 0.1 | -3.1 | 1.3 | -1.4 | 101.0 | 1.7 | -0.9
Cc1onc(-c2c(Cl)cccc2Cl)c1C(=O)ONC(=O)c1ccccc1 | 0.6 | 0.0 | 6.7 | -1.6 | 1.1 | 0.3 | -7.4 | 98.0 | -0.6 | -1.2
O=C(COc1ccc(F)cc1)NCCNC(=O)COc1ccc(F)cc1 | 9.0 | -0.2 | -3.2 | -1.8 | -1.2 | 0.5 | 2.5 | 106.0 | 0.4 | 9.2
O=C(COc1cc(F)ccc1[N+](=O)[O-])Nc1cccc(S(=O)(=O)NC2=NCCC2)c1 | 26.5 | 0.4 | 3.6 | -3.6 | 0.7 | 2.0 | -2.0 | 95.0 | -0.5 | 7.7
Cc1cc(NC(=O)c2cc(-c3ccncc3)nc3c(C)cccc23)no1 | -15.9 | -0.4 | 0.1 | -0.6 | 1.7 | 17.2 | 8.3 | 98.0 | 1.8 | 11.7
NC(=O)c1ccccc1NC(=O)Nc1cccc(Cl)c1 | 1.4 | -0.1 | -2.3 | -1.1 | 6.4 | 0.3 | -0.5 | 105.0 | -1.3 | -0.5
O=C1Nc2ccccc2/C1=C/c1ccccc1F | -1.4 | 0.3 | -2.9 | -0.4 | 26.8* | 8.3 | 24.1 | 95.0 | -0.5 | -0.2
CCOC(=O)c1cccc(NC(=O)c2cnccn2)c1 | -0.8 | 1.8 | 0.2 | 0.3 | 2.4 | -0.5 | 20.7 | 96.0 | 1.0 | 1.4
O=c1[nH]c(COc2ccc(Cl)cc2Cl)nc2ccccc12 | -1.9 | 0.0 | -1.8 | -0.9 | -2.5 | -3.2 | -5.1 | 98.0 | -0.5 | 3.2

Structures shown so far that have fluorine (five):
SMILES | MC4R antag cAMP | aDG glyco up | HTR2A ag | MC4R barr agon | ABHD5-PLIN5 inh | Glyco luc inh | Granule exo inh | ABCB6 inh MLPCN | iPSC survival up | H9c2 protect
O=C1CCc2cc(S(=O)(=O)NCc3ccc(F)cc3)cc3c2N1CC3 | 15.9 | 0.3 | -1.3 | -4.5 | 4.3 | 0.6 | 6.5 | 94.0 | 0.3 | 3.8
COC(=O)c1cn(CC(=O)Nc2ccc(F)cc2)c2ccccc12 | -0.6 | 0.0 | -3.2 | -2.0 | 0.1 | -2.1 | -10.9 | 97.0 | 0.1 | -4.4
O=C(COc1ccc(F)cc1)NCCNC(=O)COc1ccc(F)cc1 | 9.0 | -0.2 | -3.2 | -1.8 | -1.2 | 0.5 | 2.5 | 106.0 | 0.4 | 9.2
O=C(COc1cc(F)ccc1[N+](=O)[O-])Nc1cccc(S(=O)(=O)NC2=NCCC2)c1 | 26.5 | 0.4 | 3.6 | -3.6 | 0.7 | 2.0 | -2.0 | 95.0 | -0.5 | 7.7
O=C1Nc2ccccc2/C1=C/c1ccccc1F | -1.4 | 0.3 | -2.9 | -0.4 | 26.8* | 8.3 | 24.1 | 95.0 | -0.5 | -0.2

(cont.)
SMILES | MC4R antag cAMP | aDG glyco up | HTR2A ag | MC4R barr agon | ABHD5-PLIN5 inh | Glyco luc inh | Granule exo inh | ABCB6 inh MLPCN | iPSC survival up | H9c2 protect
O=C(COC(=O)C1(c2ccc(F)cc2)CCCC1)NC1CC1 | -5.2 | 0.2 | 2.4 | 1.2 | 7.5 | -0.7 | -4.7 | 86.0 | 4.5 | 1.4
O=C(Nc1nc2ccccc2[nH]1)c1cccc(Cl)c1 | 10.7 | 0.0 | 5.4 | -0.5 | 2.6 | -6.3 | -4.4 | 100.0 | -0.6 | -15.5
O=C(NCCCN1CCC(Cc2ccccc2)CC1)c1ccc(CS(=O)c2ccccc2Cl)o1 (stereo not drawn) | 5.6 | 0.3 | -7.7 | -0.5 | 5.2 | 0.2 | 6.8 | 92.0 | -1.2 | -2.5
Nc1c(N2CCCC2)cc(Cl)c2nonc12 | 11.1 | 0.3 | -1.5 | -0.4 | -34.9 | 3.0 | 4.6 | 99.0 | -1.1 | -11.8
NC(=O)CC[C@H](NC(=O)[C@H](Cc1ccccc1)n1c(=O)[nH]c2ccccc2c1=O)C(=O)N1CCC[C@H]1C(=O)O | -1.7 | 0.0 | 1.2 | -0.6 | 3.9 | 0.3 | 2.3 | 102.0 | -0.8 | -1.6
CCCCC(=O)Nc1cccc(NC(=S)NC(=O)COc2ccccc2Cl)c1 | 1.6 | -0.1 | -6.7 | 17.9* | -5.1 | -1.9 | 1.0 | 99.0 | -1.1 | -7.9
C=CCCC(=O)N1C[C@H]2CON(C)[C@H]2C[C@H]1c1ccc(Br)cc1 | -1.5 | 0.2 | 2.0 | 2.1 | 5.9 | 2.2 | -3.2 | 101.0 | 1.4 | 13.5
CC(=O)c1sc(N/N=C\c2ccc(N(C)C)cc2)nc1C | -5.4 | -0.3 | -3.5 | 4.7 | 3.5 | -7.9 | 0.0 | 104.0 | -0.2 | -3.1
C#CCOCCOCCOCCNc1nc(N2CCN(C(=O)[C@H]([C@@H](C)CC)n3cc([C@@H](N)Cc4ccc(O)cc4)nn3)CC2)nc(N2CCN(C(=O)[C@H](Cc3cc4ccccc4[nH]3)n3cc([C@@H](N)CC(C)C)nn3)CC2)n1 | 12.3 | -0.3 | -8.3 | 2.5 | 21.7 | 3.6 | -5.5 | 98.0 | -2.2 | 2.0
O=C(Nc1ccccc1)c1cc(C2CCCCN2C(=O)c2ccc3c(c2)CCO3)on1 (stereo not drawn) | -2.4 | -0.1 | 0.3 | -1.0 | 6.1 | -1.7 | -3.6 | 96.0 | 0.2 | 1.8
CCNc1nc(Cl)nc(N(NC(C)=O)C(C)CC)n1 (stereo not drawn) | 2.2 | 0.1 | 5.5 | -0.5 | -1.6 | -0.4 | 2.3 | 109.0 | 4.5 | 6.7
N#Cc1ccccc1OCCOCCNC1CCCC1 | 8.9 | 0.4 | -6.1 | -1.6 | 2.3 | -2.8 | -1.6 | 95.0 | -0.6 | 7.9
c1cnc(-c2noc(CN3CCN(C4C5CC6CC(C5)CC4C6)CC3)n2)cn1 (stereo not drawn) | -3.3 | -0.5 | -2.0 | 0.4 | -0.1 | 1.4 | 0.2 | 96.0 | 1.5 | 1.2
CC(=O)NC12CC3CC(C1)CC(C(=O)OCC(=O)Nc1ncc(Cl)c(C)c1Cl)(C3)C2 | 2.3 | 0.0 | -2.0 | -1.0 | -1.7 | -1.9 | 0.5 | 95.0 | 2.8 | 0.3
CC(SCc1ccccc1)C(=O)N/N=C/c1ccc(OCC(=O)NCc2ccco2)cc1 (stereo not drawn) | 4.7 | 0.1 | -5.0 | -0.5 | 2.0 | -6.8 | -1.5 | 95.0 | -0.7 | 8.2
CCc1ccc(NC(=O)CSc2nc(NS(=O)(=O)c3ccccc3)cc(=O)[nH]2)cc1 | 11.7 | -0.1 | -2.9 | -1.3 | -4.6 | 1.3 | 0.9 | 100.0 | 0.9 | -0.2
CCOC(=O)N1CCN(C(=O)CN(c2cccc(OC)c2)S(C)(=O)=O)CC1 | 0.0 | 0.1 | -2.8 | 0.6 | 3.5 | -1.6 | -4.4 | 91.0 | -1.2 | 1.8
CCc1ccc(N2C(=O)C(Cl)=C(Nc3ccc(C(=O)N4CCCC4)cc3)C2=O)cc1 | -4.0 | 0.5 | -1.1 | -3.0 | -5.0 | 12.9 | -5.8 | 107.0 | -4.5 | 13.3
CCNC(=O)C(C)Oc1ccc(Cl)cc1Cl (stereo not drawn) | 9.2 | -0.1 | 7.2 | -0.9 | -4.4 | 0.3 | -1.3 | 101.0 | 1.3 | 7.6

Screens deposited in PubChem BioAssay by several laboratories.
